RXFP1 antag: blocks the human relaxin receptor RXFP1 | Q9HBX9 | activity change, negative = inhibition, % at 57.5 µM | HEK293-RXFP1, relaxin-stimulated cAMP HTRF, 30 min; stronger effect = lower value | AID 1259400 | 350,000 compounds, 0.59% hits;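 active = activity change of -60% or lower, but not beyond a set lower limit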
Target sequence (Q9HBX9 whole entry, looked up): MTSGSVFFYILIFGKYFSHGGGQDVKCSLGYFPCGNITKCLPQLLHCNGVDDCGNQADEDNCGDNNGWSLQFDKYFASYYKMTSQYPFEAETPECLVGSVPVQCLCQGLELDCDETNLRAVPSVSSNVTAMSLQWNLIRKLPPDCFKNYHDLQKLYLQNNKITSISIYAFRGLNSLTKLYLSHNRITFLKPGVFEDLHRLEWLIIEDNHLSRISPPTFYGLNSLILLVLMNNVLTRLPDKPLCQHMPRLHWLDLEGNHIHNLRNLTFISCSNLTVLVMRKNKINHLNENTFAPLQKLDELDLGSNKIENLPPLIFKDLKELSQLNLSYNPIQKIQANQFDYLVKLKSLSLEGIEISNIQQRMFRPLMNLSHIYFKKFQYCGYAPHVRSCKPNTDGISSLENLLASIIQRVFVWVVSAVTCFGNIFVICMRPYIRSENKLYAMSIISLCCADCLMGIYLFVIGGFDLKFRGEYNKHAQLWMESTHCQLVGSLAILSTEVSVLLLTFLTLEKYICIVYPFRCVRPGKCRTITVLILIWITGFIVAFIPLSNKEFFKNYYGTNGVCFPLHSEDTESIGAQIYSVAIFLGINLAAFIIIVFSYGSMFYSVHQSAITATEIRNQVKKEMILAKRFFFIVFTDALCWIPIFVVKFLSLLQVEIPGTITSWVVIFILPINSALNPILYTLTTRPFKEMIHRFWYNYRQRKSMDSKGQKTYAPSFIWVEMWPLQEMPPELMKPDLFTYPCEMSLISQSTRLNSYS
Numbers without * were called inactive; & = joins results of further samples. % is set by controls: 0 for no effect and ±100 for the full control effect. Not all compounds are listed; the hit share may differ from the screen's.

SMILES | RXFP1 antag
COc1ccccc1NC(=O)[C@@H]1CCCN1S(=O)(=O)c1ccc(Cl)cc1 | -28.7
O=C(Nc1ccc(Cl)cn1)c1ccc(-c2ccc(Cl)c(Cl)c2)o1 | -15.7
Nc1ccc(CCCC(=O)NCc2cccnc2)cc1 | -1.6
S=C(Nc1cccc2ccccc12)Nc1cccc2ccccc12 | -24.6
NS(=O)(=O)c1ccc(CCNC(=O)c2ccc(Cl)c(S(=O)(=O)NCc3ccco3)c2)cc1 | -15.0
O=c1[nH]c(=S)c2[nH]c(=S)n(-c3ccccc3)c2[nH]1 | -14.0
C[C@@H]1CN([C@H](C)CO)C(=O)CCCn2nncc2CO[C@@H]1CN(C)C(=O)C1CCCCC1 | 0.6
O=C(c1cccs1)N1C[C@@H](n2cc(-c3ccc(F)cc3)nn2)[C@H](O)C[C@@H]1c1ccccc1 | -3.5
Cc1ccc(C2(SCC(N)C(=O)O)c3ccccc3-c3ccccc32)cc1 (stereo not drawn) | -26.6
CCOC(=O)Cc1csc(NC(=O)CSc2nnc(-c3ccncc3)n2Cc2ccco2)n1 | 1.5
O=C(C=Cc1ccc2c(c1)OCO2)OCC=Cc1ccc2c(c1)OCO2 | -9.2
C[C@H]1CCCCO[C@H](CN(C)Cc2ccncc2)[C@@H](C)CN([C@@H](C)CO)C(=O)c2cc(NS(=O)(=O)c3ccccc3)ccc2O1 | -9.0

Random excerpt: two entries already listed, in no set order.
SMILES | RXFP1 antag
O=C(c1cccs1)N1C[C@@H](n2cc(-c3ccc(F)cc3)nn2)[C@H](O)C[C@@H]1c1ccccc1 | -3.5
S=C(Nc1cccc2ccccc12)Nc1cccc2ccccc12 | -24.6

(list continues)
SMILES | RXFP1 antag
O=C(NCc1ccccc1)/C(=C\c1ccc(F)cc1)NC(=O)c1ccco1 | -0.7
CCOC(=O)C1(Cc2ccccc2C#N)CCCCC1=O (stereo not drawn) | -7.1
O=C(Cc1ccc(Br)cc1)NNC(=O)c1cccs1 | 1.6
COc1ncnc2c1ncn2CCCNCc1ccc2c(c1)OCO2 | -1.2
COc1ccc(CCN2CC(C(=O)NCc3cccc(F)c3)CCC2=O)cc1 (stereo not drawn) | -4.5
COc1ccc(C(CNC(=O)c2ccc(S(=O)(=O)N3CC(C)CC(C)C3)cc2)N(C)C)cc1 (stereo not drawn) | -34.8
Cc1ccc(S(=O)(=O)NN=C2CCCc3ccccc32)cc1 | -3.0
O=C(NCCCCNC(=O)c1c(Cl)cccc1Cl)c1c(Cl)cccc1Cl | 10.3
CNC(=O)C[C@H]1C(=O)N(CCc2ccccc2)C[C@@H]1CSC | 3.0
COc1ccc(C(=O)NC2CC(C)(C)NC(C)(C)C2)cc1S(=O)(=O)N1CCOCC1 | 10.9
CC(Oc1ccc(Br)cc1)C(=O)NCCCN1CCCC1=O (stereo not drawn) | -6.2
O=C(Nc1ccccc1O)c1cccc(S(=O)(=O)Nc2ccccc2O)c1 | 7.8
COc1cc(C=CC(=O)OCC=Cc2ccc3c(c2)OCO3)cc(OC)c1OC | -15.3
Cc1noc(C)c1NC(=O)N(C)C[C@H]1OCCCC[C@@H](C)Oc2ccc(NS(=O)(=O)c3ccccc3)cc2C(=O)N([C@H](C)CO)C[C@@H]1C | 5.5
CCCn1c(SCC(=O)Nc2ccc3c(c2)OCO3)n[nH]c1=O | 4.3
N#Cc1ccccc1OCC(=O)Nc1ccc(S(=O)(=O)N2CCOCC2)cc1 | 7.3
O=C(COC(=O)c1ccccc1Br)NCC1CCCCC1 | -15.5
CCN1C(=O)[C@H]2[C@@H](c3ccc(OC)cc3)N[C@]3(CCCN(CCC(C)C)C3=O)[C@H]2C1=O | 9.0
Oc1ccc2ccccc2c1CN1CC2CCC(CC2)C1 | 4.7
CC(C)CN(C(=O)CCNC(=O)c1ccc([N+](=O)[O-])cc1)C1CCS(=O)(=O)C1 (stereo not drawn) | 0.5
O=C(NNC(=O)c1ccncc1)Nc1cc(Cl)ccc1Cl | -0.8
Cc1c(CN(C)C(=O)C2CCC(=O)N(Cc3ccccc3F)C2)[nH]c2ccccc12 (stereo not drawn) | -3.4
CC(O)(c1cccs1)C(C(=O)O)c1ccccc1 (stereo not drawn) | -6.6
CCCCN1C[C@H](CSC)[C@@H](CC(=O)NC)C1=O | -3.4
O=C(COC(=O)COc1ccccc1)Nc1ccc(Br)cc1F | -1.3
COc1ccc(NS(=O)(=O)c2cccc(NC(=O)COc3ccccc3[N+](=O)[O-])c2)cc1 | -7.1
COC(=O)c1csc(C2OC(CO)C(O)C2O)n1 (stereo not drawn) | 11.8
COc1cc2cc(c1Cl)N(C)C(=O)CC(OC(=O)C(C)N(C)C(C)=O)C1(C)OC1C(C)C1CC(O)(NC(=O)O1)C(OC)C=CC=C(C)C2 (stereo not drawn) | -3.5
COCCNC(=S)N(C)[C@H]1C[C@H]2c3cc(Oc4ccccc4C)ccc3CCN2C(=O)[C@H]1[C@H](C)O | -9.1
CCOc1ccc(OCCC(=O)OCC(=O)Nc2cc(S(=O)(=O)N3CCOCC3)ccc2OC)cc1 | -4.5
Cc1nnc(C(=O)NC(C)(C)c2nc(C(=O)NCc3ccc(F)cc3)c(O)c(=O)n2C)o1 | -18.2
Cc1ccc(N2CC(C(=O)Nc3cc(S(=O)(=O)N4CCCCC4)ccc3C)CC2=O)cc1 (stereo not drawn) | 11.2
NC(=O)C1CCN(c2ccc(S(=O)(=O)N3CCCCC3)cc2[N+](=O)[O-])CC1 | -16.2
COC(=O)c1cc(NC(=O)N2c3ccccc3Sc3ccccc32)cc(C(=O)OC)c1 | -3.8
O=C(CSCC(=O)OCC(=O)N1CCN(C(=O)c2ccco2)CC1)Nc1ccc(Cl)cc1 | 6.8
Cc1cc(Br)c(NC(=O)COC(=O)CC2CC3CCC2C3)c(Br)c1 (stereo not drawn) | -10.8
CCOc1ccc2nc3cc(N)ccc3c(N)c2c1 | 11.5
CC(=O)Nc1c(Br)cc2c(c1Br)C(=O)c1ccccc1-2 | -1.7
CCCCCC1Nc2cc(C(F)(F)F)c(S(N)(=O)=O)cc2S(=O)(=O)N1 (stereo not drawn) | -1.5
Cn1c(=O)c2[nH]c(C3CC3)nc2n(C)c1=O | -5.2
Cc1ccccc1C#CC1=CC(=O)CC(C)(C)C1 | 4.2
COc1ccccc1NCC(=O)NN=C1CCS(=O)(=O)c2ccc(F)cc21 | -20.1
Cc1ccc(S(=O)(=O)Nc2ccc3c(c2)C(=O)N([C@H](C)CO)C[C@H](C)[C@H](CN(C)C(=O)Nc2cccc4ccccc24)OCCCC[C@@H](C)O3)cc1 | 3.1
CC(C)(O)c1ccccc1CC[C@@H](SCC1(CC(=O)O)CC1)c1cccc(/C=C/c2ccc3ccc(Cl)cc3n2)c1 | -26.3
COc1ccc(-n2c(SCC(=O)Nc3ccccc3)nnc2-c2ccoc2C)cc1 | -0.1
CCOC(=O)Nc1ccc(C(=O)NCC2CCCO2)cc1 (stereo not drawn) | 1.1
CCOC(=O)C1=C(COC(=O)CNS(=O)(=O)c2ccc(C)c(C)c2)NC(=O)NC1C (stereo not drawn) | -5.9
COc1cc(NC(=O)c2sc3ncn(CC(=O)N4CCCCC4C)c(=O)c3c2C)cc(OC)c1OC (stereo not drawn) | 7.3

7 compounds out of the list above, ordered by the value under RXFP1 antag, highest first:
molecule,RXFP1 antag
Cc1ccccc1C#CC1=CC(=O)CC(C)(C)C1,4.2
CCCCN1C[C@H](CSC)[C@@H](CC(=O)NC)C1=O,-3.4
CCOc1ccc(OCCC(=O)OCC(=O)Nc2cc(S(=O)(=O)N3CCOCC3)ccc2OC)cc1,-4.5
CCOC(=O)C1=C(COC(=O)CNS(=O)(=O)c2ccc(C)c(C)c2)NC(=O)NC1C (stereo not drawn),-5.9
Cc1cc(Br)c(NC(=O)COC(=O)CC2CC3CCC2C3)c(Br)c1 (stereo not drawn),-10.8
Cc1nnc(C(=O)NC(C)(C)c2nc(C(=O)NCc3ccc(F)cc3)c(O)c(=O)n2C)o1,-18.2
COc1ccccc1NC(=O)[C@@H]1CCCN1S(=O)(=O)c1ccc(Cl)cc1,-28.7

More structures
SMILES | RXFP1 antag
O=C(COC(=O)c1ccc(Cl)nc1)NCCc1ccc(F)cc1 | 7.4
COc1ccccc1NC(=O)COC(=O)C1=NN(c2ccccc2)C(=O)CC1 | -19.7
Cc1cn([C@H]2C[C@H](O)[C@@H](CNCc3ccc(Oc4cc(-n5cccn5)ncn4)cc3)O2)c(=O)[nH]c1=O | -0.1
Nc1nnc2cc(Cl)ccc2n1 | 3.1
CC1(C)N=C(C(=O)c2ccccc2)N(O)C1(C)O (stereo not drawn) | -9.2
COc1cccc(C2c3cc4c(cc3OC(C)(N3CCCC3)C2C)OCO4)c1O (stereo not drawn) | -5.7
COc1ccc(C=C2SC(=S)N(CCCN3CCOCC3)C2=O)c(OC)c1 | -10.0
Cc1ccc(S(=O)(=O)N2CCOCC2)cc1NC(=O)CN1C(=O)NC2(CCCC2)C1=O | -1.0
CCCCCC(=O)N1C[C@@H](O)[C@H](n2cc(COC(=O)c3ccccc3)nn2)C[C@@H]1c1ccc(Cl)cc1 | -21.4
COC(=O)c1cc(S(=O)(=O)Nc2cccc(-c3ccno3)c2)c[nH]1 | 2.5
COc1ccc(C(=O)N2CCCCC2)cc1S(=O)(=O)Nc1ccccc1 | -3.8
CCN1CCN(c2ccc(S(=O)(=O)N3CCCCC3)cc2NC(=O)c2ccc(C)c(C)c2)CC1 | 6.0

In another format: 2 of the compounds above.
| Molecule | RXFP1 antag |
| --- | --- |
| CCCCCC(=O)N1C[C@@H](O)[C@H](n2cc(COC(=O)c3ccccc3)nn2)C[C@@H]1c1ccc(Cl)cc1 | -21.4 |
| Cc1ccc(S(=O)(=O)N2CCOCC2)cc1NC(=O)CN1C(=O)NC2(CCCC2)C1=O | -1.0 |

Remaining list, next part.
SMILES | RXFP1 antag
COc1ccc(C(=O)C2CCCN(C(=O)Cn3nc(C)nc3C)C2)cc1F (stereo not drawn) | 4.1
Nc1nc(N)c2cc([N+](=O)[O-])ccc2n1 | 0.9
CS(=O)(=O)c1ccc(-c2cccc(NC(=O)c3ccc4c(c3)OCO4)c2)nn1 | 3.0
CC(C)C(NC(=O)c1c(F)cccc1F)C(=O)N1CCN(c2ncccn2)CC1 (stereo not drawn) | 6.4
COc1ccc(NC(=O)Cn2c([N+](=O)[O-])cnc2C)c(OC)c1 | 4.4
Cc1ccc(SCC(=O)N2CCN(S(=O)(=O)c3cccs3)CC2)cc1 | -6.9
O=C(Cc1ccccc1)NCC(=O)N1CCN(c2ccc(F)cc2)CC1 | 6.9
C[C@@H](O)[C@H]1C(=O)N2C(C(=O)O)=C(S[C@@H]3CN[C@H](C(=O)N(C)C)C3)[C@H](C)[C@H]12 | 2.1&11.1
CCOC(=O)c1sc(=S)[nH]c1C | -8.4
CCOC(=O)N1C2CCC(C2)N1C(=O)OCC | 1.0
O=[N+]([O-])c1ccc(N=NNc2ccc([N+](=O)[O-])cc2)cc1 | 11.1
COc1ccc(N2C[C@H](CSC)[C@@H](CC(=O)Nc3ccccc3)C2=O)cc1 | 0.1
CN(C(=O)CSc1nccc(=O)[nH]1)C1CCCCC1 | 0.2
O=[N+]([O-])c1ccc(NN=Cc2cc(Br)ccc2O)nc1 | -73.6*
CN1OC[C@@H]2CN(C(=O)c3ccc(-c4ccccc4)cc3)[C@H](c3ccc(-c4cccc(F)c4)cc3)C[C@@H]21 | 5.8
CC1(C)CC(=O)C(CC(=O)c2ccccc2)=C(NN=C(N)N)C1 | 14.2
CC(=O)N(c1ccccc1)c1ccccc1[N+](=O)[O-] | 5.3
O=C(O)C1C(c2ccccc2)c2ccccc2C(O)C1CO (stereo not drawn) | -25.3
O=C(NCCOc1ccccc1F)C1CC(=O)N(Cc2ccccc2)C1 (stereo not drawn) | -0.3
O=C(NC1CCCCC1)c1ccc2ccccc2c1O | -12.0
Cc1ccc(C(=O)Nc2ccccc2C(=O)NCc2ccco2)cc1 | -5.9
COc1ccc(Cl)cc1CNC[C@H]1O[C@@H](n2ccc(N)nc2=O)[C@H](O)[C@@H]1O | 4.0
CC(C)n1ncc2c(C(=O)N3CCN(Cc4cccs4)CC3)cc(C3CC3)nc21 | -5.7
CCOC(=O)N1CCN(C(=O)c2ccc3c(=O)n(CCc4ccccc4)c(=S)[nH]c3c2)CC1 | -37.7
Cc1cccc(C)c1NC(=O)CN(C)C(=O)CCC(=O)N1CCOCC1 | -5.1
O=C(COC(=O)c1ccccc1Br)NCc1cccs1 | -7.4
Cc1ccc(S(=O)(=O)N2C[C@H]3C(=O)C[C@@H](c4ccccc4F)N(S(=O)(=O)c4ccc(C)cc4)[C@H]3C[C@H]2c2cccc3ccccc23)cc1 | -3.4
CCOC(CNCc1cc(C)c2[nH]c3ccccc3c2c1C)OCC | -20.3
CC1Cc2cccc3ccc(=O)n(c23)C1 (stereo not drawn) | -10.7
COc1cc(NCCCNC(C)C)c2nccc(C)c2c1 | 11.4
CCN1CCN(c2ccc(S(=O)(=O)N3CCOCC3)cc2NC(=O)c2cccc([N+](=O)[O-])c2)CC1 | -4.5
COC(=O)c1[nH]nc(-c2ccccc2)c1-c1ccccc1 | -10.8
Cc1cnc(C(=O)N2CCN(S(=O)(=O)c3cccc(Br)c3)CC2)cn1 | -1.3
Cc1ccc(NC(=O)CCc2ccccc2)cc1S(=O)(=O)N1CCOCC1 | 2.7
Oc1ccc(O)c(C=NNC(=S)NC2CC3CC2C2C=CCC32)c1 (stereo not drawn) | -24.5
COc1ccc(S(=O)(=O)N2CCOC2CNC(=O)C(=O)NCc2ccccn2)cc1 (stereo not drawn) | -3.3
C[C@@H]1CN([C@@H](C)CO)C(=O)CCCn2nncc2CO[C@H]1CN(C)Cc1cccc(C(F)(F)F)c1 | -10.2
O=C(Nc1ncccn1)c1ccc([N+](=O)[O-])cc1[N+](=O)[O-] | 2.1
CCN(c1ccccc1)S(=O)(=O)c1ccc(C(=O)NCC(=O)Nc2ccc(F)c(F)c2F)cc1 | -0.6
Cn1c(=O)c2c(ncn2CC(=O)Nc2ccc3c(c2)OCO3)n(C)c1=O | 1.5
CC1CC(C(O)c2ccccn2)C(=O)C(C(O)c2ccccn2)C1 (stereo not drawn) | 0.4
Clc1ccc(-c2nnc(-c3ccc4ccccc4c3)o2)cc1 | 1.0
CCc1cccc(NC(=O)COC(=O)c2c(-c3ccccc3)noc2C)c1 | -2.4
CCc1cc(-c2nnn(CCC3COCCO3)c2CC)ccc1-c1cn(Cc2ccc3ccccc3c2)nn1 (stereo not drawn) | 5.0
Cc1ccn2c(Cc3ccccc3)c(-c3ccccc3)nc2c1 | -0.4

Compound activity from PubChem BioAssay.
